From PubChem BioAssay
PDI turbidity – inhibitors of human PDI, primary screen, biochemical, turbidity, single point, plate reader | Protein disulfide-isomerase (Homo sapiens), P07237 | PDI insulin aggregation turbidity, A650, 90 min | inhibition, % at 10 µM | 350,000 compounds, 0.052% hits;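 active = mean inhibition across replicates of 30% or more, whatever share of single replicates reach that level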;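 note: absorbance from insulin aggregation driven by PDI reduction with DTT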
Target sequence (P07237 whole entry, looked up): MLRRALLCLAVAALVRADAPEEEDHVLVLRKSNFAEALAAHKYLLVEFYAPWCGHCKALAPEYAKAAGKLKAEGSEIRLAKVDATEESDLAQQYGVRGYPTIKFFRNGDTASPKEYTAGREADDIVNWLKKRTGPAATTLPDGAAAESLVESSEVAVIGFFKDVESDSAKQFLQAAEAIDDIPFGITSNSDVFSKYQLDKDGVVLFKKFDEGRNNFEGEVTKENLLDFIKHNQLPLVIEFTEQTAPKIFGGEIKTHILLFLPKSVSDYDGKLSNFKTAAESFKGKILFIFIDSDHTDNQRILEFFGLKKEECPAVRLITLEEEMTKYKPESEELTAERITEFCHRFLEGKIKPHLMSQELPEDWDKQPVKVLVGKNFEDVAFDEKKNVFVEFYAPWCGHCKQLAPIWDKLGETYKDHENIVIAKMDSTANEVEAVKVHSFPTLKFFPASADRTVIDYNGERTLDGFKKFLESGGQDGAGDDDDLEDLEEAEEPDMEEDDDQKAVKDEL
MITF TRPM1 inh – inhibitors of MITF-dependent TRPM1 promoter reporter, primary screen, cell-based, SK-MEL-5, single point, luciferase | SK-MEL-5 TRPM1 promoter luciferase, 24 h | 330,000 compounds, 0.83% hits | AID 488899, 2010 | inhibition, % at 12.5 µM;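 active = mean inhibition across replicates of 60% or more, whatever share of single replicates reaches that level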; note: values of inactives mirror those of a sister screen read the other way
HTR2A ag – mouse Htr2a agonists via beta-arrestin recruitment, primary screen, cell-based, luminescence. AID 624169, 2012. activation, % at 7.6 µM. 360,000 compounds, 0.66% hits. CHO-K1 mHTR2A beta-arrestin complementation; percent of 30 µM serotonin response. 5-hydroxytryptamine receptor 2A (Mus musculus), P35363;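 active = activation above a run cutoff, the mean activation of all tested compounds plus 3 SD, cut at about 14% in these data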;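 note: 0% = plate median of compound wells and 100% = 30 µM serotonin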
Target sequence (P35363 whole entry, looked up): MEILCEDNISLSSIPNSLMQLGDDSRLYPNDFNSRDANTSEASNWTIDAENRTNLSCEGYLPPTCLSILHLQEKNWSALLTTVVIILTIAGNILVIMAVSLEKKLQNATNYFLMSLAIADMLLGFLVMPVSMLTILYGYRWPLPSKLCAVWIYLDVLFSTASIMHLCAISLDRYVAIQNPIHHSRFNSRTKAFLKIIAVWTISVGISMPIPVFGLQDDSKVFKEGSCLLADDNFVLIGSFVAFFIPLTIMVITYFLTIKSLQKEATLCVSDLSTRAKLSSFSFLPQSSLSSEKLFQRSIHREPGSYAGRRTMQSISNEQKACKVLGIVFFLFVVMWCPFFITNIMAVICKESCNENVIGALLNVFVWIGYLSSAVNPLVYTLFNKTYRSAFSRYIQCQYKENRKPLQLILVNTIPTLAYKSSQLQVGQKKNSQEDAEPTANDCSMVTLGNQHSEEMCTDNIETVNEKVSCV
Shn3 inh set2 – reduction of Shn3 3'UTR firefly luciferase signal, primary screen, Schnurri-3 inhibitor project, cell-based, Clone20 osteoblasts, set 2 | Clone20 osteoblast Shn3 3'UTR firefly luciferase, 24 h | inhibition, % at 12.5 µM | 360,000 compounds, 0.52% hits | AID 588674, 2011;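 active = mean inhibition of at least 75% with every replicate also reaching 75%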;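 note: 0% = median of neutral control wells and 100% = pilot-screen positive control compound; some compounds past the cut are filed as inactive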
CaV13 ICDI inh – Disruptors of the CACNA1D IQ motif to Ca2+-dependent inactivation inhibitor domain association, primary screening, Förster resonance energy transfer in intact living …; AID 743397; inhibition, % at 12.3 µM; HEK cells, CFP/YFP FRET ICDI-IQ, plate reader, 10 min; percent FRET-ratio fall versus neutral wells; 340,000 compounds, 0.098% hits;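 active = mean replicate inhibition of at least 30% and at least 1% of replicates passing that level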;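 note: 0% = median of the neutral control wells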
Peg3 promoter – Peg3 promoter-driven luciferase inhibitors, primary screen, cell-based, HeLa, luciferase luminescence; HeLa PEG-Prom luciferase reporter, overnight; inhibition, % at 20 µM; 360,000 compounds, 1.7% hits; AID 588405, 2011;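 active = inhibition of at least 50% at 20 µM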
NR2E3 ag-1 – NR2E3 agonists in two-hybrid cells, primary screen, cell-based, luminescence, CHO-S, Gal4-NCOR/VP16-NR2E3. Photoreceptor-specific nuclear receptor (Homo sapiens), Q9Y5X4. luciferase. inhibition of corepressor binding, % at 3.98 µM. 360,000 compounds, 0.35% hits. AID 602229, 2012;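 active = inhibition above the mean of all tested compounds plus 3 SD, cut at about 70% in these data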;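 note: 0% = DMSO with NR2E3 transfected cells and 100% = cells lacking NR2E3 construct; higher means lower luciferase signal from less NR2E3 corepressor binding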
H9c2 protect – cardioprotection against H2O2-induced cell death, primary screen, uHTS, H9c2 cells, ATPLite luminescence; H9c2 cardiomyocytes, H2O2 injury protection, 2 h; protection from H2O2 cell death, % at 20 µM; 360,000 compounds, 0.63% hits; AID 588492, 2011;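 active = compounds giving at least 50% protection of heart cells from peroxide-induced death in the single-dose screen, raw or plate-pattern-corrected value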;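 note: 0% = DMSO wells with peroxide and 100% = DMSO wells without peroxide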
NR2E3 ag-2 – inhibitors of NR2E3-RetCOR corepressor binding, primary screen, NR2E3 agonist project, biochemical, TR-FRET, GST-NR2E3, biotin-RetCOR; Photoreceptor-specific nuclear receptor (Homo sapiens), Q9Y5X4; 1536-well; inhibition of corepressor binding, % at 4.78 µM; 320,000 compounds, 0.12% hits; AID 2300, 2010;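 active = percent inhibition above the cutoff of mean plus 3 SD of all tested compounds, set per screening campaign, cut at about 20% in these data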;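 note: 0% = DMSO wells and 100% = biotin wells as full block of FRET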
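Material: NR2E3–RetCOR corepressor complex / Incubation: Compound–protein incubation for 5 h at 4 °C / Dosing: compound at 4.8 µM, single dose / Detection: time-resolved FRET / Benchmarks: high control biotin, low control 0.6% DMSO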
HIF-2a block – HIF-2a reporter inhibitors, primary screen, luminescence, 786-0 RCC cells; 786-0 RCC cells HIF-2a reporter, luciferase luminescence, overnight; inhibition, % at 18.8 µM; 360,000 compounds, 0.72% hits; AID 624352, 2012;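 active = inhibition of the luminescence signal of 40% or more relative to plate controls, in a single-dose primary screen at 18.75 µM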
hiPSC survival – enhancers of single-cell hiPSC survival, primary screen, ATPlite luminescence; 100% = ROCK inhibitor wells, 0% = DMSO; survival enhancement, % at 20 µM; 360,000 compounds, 0.044% hits; AID 602274, 2012; in the data active = survival enhancement above about 18%;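 note: cells exposed to compounds for 16 hours before the ATP read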
Numbers without * were called inactive; . = no result given.

SMILES	PDI turbidity	MITF TRPM1 inh	HTR2A ag	Shn3 inh set2	CaV13 ICDI inh	Peg3 promoter	NR2E3 ag-1	H9c2 protect	NR2E3 ag-2	HIF-2a block	hiPSC survival
C(=C\c1nc2ccccc2[nH]1)/c1ccccc1	4	-2	5	-1	-4	-91	-203	-21	-6	-6	-6.5
Cc1c(C(=O)N2CCCCC2)oc2ccc(S(=O)(=O)N3CC(C)CC(C)C3)cc12 (stereo unspecified)	-12	23	-4	80	.	20	77*	-32	-6	21	-5.4
O=C1[C@@H]2C(c3ccc(F)cc3)=NO[C@@H]2C(=O)N1Cc1ccccc1	-7	.	-2	-12	-2	4	-7	3	-2	9	1.1
CC1CCN(C(=O)CSc2nc3ccccc3c(=O)n2Cc2ccc3c(c2)OCO3)CC1	-3	-6	1	24	-4	-8	-54	10	-1	-35	5.7
CCCCC(=O)Nc1nnc(S(=O)(=O)N(CC)c2ccc(OC)cc2)s1	-10	.	0	-6	-18	11	10	-5	.	3	-0.2
Cc1ccc(NC(=O)Cc2ccc(Cl)c(Cl)c2)cc1S(=O)(=O)N(C)C	5	8	-2	22	-2	3	-23	-10	1	-8	0.4
Fc1ccc(OCCCn2ccnc2)cc1	5	-2	4	0	-2	5	-12	7	.	8	0.3
COc1ccc(C(=O)N2CCNC(=O)C2CC(=O)Nc2ccc(C)c(C)c2)cc1 (stereo unspecified)	8	-2	-5	-19	.	6	0	-4	.	13	0.6
NNC(=O)c1cccc(S(=O)(=O)Nc2cccc(C(F)(F)F)c2)c1	-2	-10	1	13	-5	-2	-13	-2	1	18	2.2
COC(=O)c1cc(=O)nc(NNC(C)=O)s1	.	.	3	-7	-10	6	-1	5	.	12	5.2
O=C(NCCCN1CCc2ccccc2C1)C1CCN(S(=O)(=O)N2CCC3(CC2)OCCO3)CC1	-5	11	7	6	-5	11	-2	15	-3	10	1.2
O=C(CCCn1c(=S)[nH]c2cc3c(cc2c1=O)OCO3)NCc1ccccc1Cl	-5	5	12	17	-7	19	-7	1	3	21	-0.1
N/C(=N\OC(=O)COc1ccc(Cl)cc1)c1ccc(Cl)cc1	-5	-3	10	1	5	-20	-3	3	0	-7	-0.7
c1ccc2c(c1)CCNC2c1ccncc1 (stereo unspecified)	0	8	7	12	-5	15	-13	2	-1	13	-0.2
O=C(CNc1ccccc1)N/N=C/c1ccc2c(c1)OCO2	0	-8	-2	-18	-5	-25	-15	0	2	-59	0.1
CC1=C(C(=O)O)N2C(=O)C(NC(=O)c3nn(C)cc3[N+](=O)[O-])C2SC1 (stereo unspecified)	-2	5	0	-3	-2	-2	-31	2	-4	12	1.4
Cc1nnc(SCC(=O)NCC2CCCO2)n1-c1ccccc1 (stereo unspecified)	1	6	0	-3	-4	3	-32	4	0	1	1.7
Brc1c(-c2ccc3c(c2)OCO3)nc2ncccn12	-7	-17	-3	-32	-2	-108	-30	-2	-4	-160	-0.4
CCOC(=O)N1CCC(c2[nH][nH]c(=O)c2C)CC1	4	0	1	3	-5	11	-15	12	1	18	0.2
COc1ccc(-c2[nH]ncc2-c2cnn(-c3ccccc3)c2)c(O)c1	-2	4	-2	9	-4	24	-11	-3	1	3	5.4
CC(C)(C)OC(=O)[C@H](Cc1ccccc1)NC(=O)c1nc[nH]c1C(=O)N1CCN(c2ccccc2)CC1	-1	5	-3	-10	-6	12	23	12	-1	8	-1.7
C=CCn1c(=O)[nH]c2cc(C(=O)N3CCN(c4cc(C)ccc4C)CC3)ccc2c1=O	6	14	-1	11	-5	6	20	1	2	34	7.4
Cc1cc(C)n(C(=O)CNC(=O)c2ccc3c(c2)OCCO3)n1	3	3	2	4	.	-10	1	-1	-1	3	1.3
COc1ccccc1OCC(=O)N(Cc1nc(-c2ccccc2)no1)C1CCCCC1	1	-7	4	-16	0	-8	0	-6	-1	-45	4.7
CC(=O)Nc1cccc2c1Cc1ccccc1-2	-1	-71	-2	-38	.	-182	-53	-7	-1	-117	0.0
COCCCN1C(=O)C(CC(=O)NCc2cccs2)CC(C(=O)N2CCOCC2)=C1C (stereo unspecified)	0	.	1	3	-6	0	-22	6	.	7	-2.7
COC(=O)CCCC1=CC2=CC(=O)C(C)(OC(=O)c3cccs3)C(=O)C2=CN1Cc1ccc2c(c1)OCO2 (stereo unspecified)	0	5	2	18	-12	-5	-4	2	2	3	-1.6
CCc1nc2ccccc2c(C(=O)Nc2ccc(F)cc2)c1C	8	5	-7	13	-2	1	-4	-7	0	11	1.2
CC(C)N(C)C1CCN(C(=O)Nc2ccc(Cl)cc2)CC1	5	-8	-1	-38	-6	0	12	10	5	5	2.2
CC1=C(C(=O)Nc2ccccc2C)C2(CCCC2)C(C(N)=O)C(=O)N1 (stereo unspecified)	4	16	2	8	-10	12	-5	1	0	15	-0.3
COc1ccc(/C=N/NC(=O)CCC(=O)Nc2ccc(F)cc2)c(OC)c1	0	-6	5	-6	-21	-5	-20	1	1	15	1.0
CCCCN(C(=O)c1ccc(C)o1)c1c(N)n(CCCC)c(=O)[nH]c1=O	-6	5	-12	10	-6	6	21	5	-2	-6	-0.2
COc1ccc2ncccc2c1Cc1c(OC)ccc2ncccc12	0	-17	-2	36	-7	0	-42	31	.	12	-2.5
O=C(COC(=O)c1ccccc1Cl)NC1CCCCCC1	-12	-54	-1	-45	-2	-180	-35	6	.	-16	-2.0
Cc1ccc(OCC(=O)N2CC(C)OC(C)C2)c([N+](=O)[O-])n1 (stereo unspecified)	-5	10	-3	-10	-3	-5	-12	0	1	19	0.0
COc1ccc(CCN2CCCC(CN(C)Cc3cccc(OC)c3)C2)cc1 (stereo unspecified)	-1	-17	-6	20	-4	-15	14	8	7	12	-0.7
O=C(Nc1ccc(-c2cn3ccsc3n2)cc1)C1COc2ccccc2O1 (stereo unspecified)	5	-9	-3	2	.	-56	-69	11	-1	-148	-3.0
COc1ccc(NC(=O)Cc2ccc(C)cc2)cc1S(=O)(=O)N1CCCCC1	5	6	-3	25	-14	7	13	-8	2	-11	-0.5
COc1cccc(OCc2nc3ccccc3[nH]2)c1	8	.	1	-50	-8	-303	-89	-30	2	-237	-3.1
CC1=C(C#N)C(NC(=O)C(C)(C)C)(C(F)(F)F)C(=O)N1 (stereo unspecified)	-4	2	-2	-5	-5	9	-7	5	-1	12	-0.9
CCC(=O)Nc1nnc(-c2ccc(Cl)s2)o1	1	-11	6	-5	6	-14	-16	6	2	-18	-0.4
S=C(Nc1ccccc1)Nc1cccc(Cl)c1Cl	-2	6	6	2	0	-6	-9	-1	2	-25	-2.0
Cc1[nH]c(=O)[nH]c(=O)c1S(=O)(=O)Nc1cccc([N+](=O)[O-])c1C	6	-10	6	0	-18	8	-1	-2	.	11	0.2
COC(=O)C1=C(C)N(Cc2ccccc2)C(=NCCc2c[nH]c3ccccc23)N[C@H]1c1cccc(C(F)(F)F)c1	14	28	10	20	.	99*	-3	-33	.	-12	-3.6
CCOC(=O)C1CCN(CC(=O)Nc2c(C(=O)OC)n(C)c3cccc(C)c23)CC1	1	6	0	-33	-2	3	-23	3	-1	-2	1.3
CC(CNC(=O)c1ccc(OC2CCN(Cc3ccccn3)CC2)cc1)c1ccccc1 (stereo unspecified)	9	-15	-8	14	-2	-19	-3	-6	1	-71	-0.2
Cc1ccc(C(=O)N2CCCC2)cc1S(=O)(=O)Nc1ccccc1	1	-2	3	5	-1	13	-18	2	-2	19	-3.1
CCC1(O)C(=O)OCc2c1cc1n(c2=O)Cc2cc3c(N)cccc3nc2-1 (stereo unspecified)	-2	72*	4	12	-6	69*	86*	5	.	37	-4.4
COCCCNC(=O)CCC(=O)NNc1nc2ccccc2c2nc(C)nn12	-4	7	0	-4	6	3	-25	-2	2	13	-2.4
COc1ccc(-n2nc3c(N4CCC(C(=O)NCCc5ccccc5C)CC4)nnc(C)c3c2C)cc1	-3	89*	10	78	.	103*	-15	-15	-6	0	-0.3
CCC(=O)NC(=S)NNC(=O)c1ccc(O)cc1	1	7	0	0	-7	6	26	4	1	9	-0.7
O=C(c1cccc(S(=O)(=O)NCc2ccccc2)c1)N1CCCCC1	-2	3	19*	3	-5	3	5	-1	2	3	-0.1
COC(=O)c1ccc(C(=O)OC)c(NC(=O)/C=C/C(=O)O)c1	-5	8	0	8	-5	-7	0	-14	-2	13	-0.9
CCc1ccc(N2CC(C(=O)OCC(=O)Nc3ccc(C#N)cc3)CC2=O)cc1 (stereo unspecified)	-7	1	-5	-3	-7	-2	11	-5	2	3	-0.3
S=c1[nH]nc(CSCc2ccccc2Cl)n1-c1ccccc1	-3	-8	3	22	-5	7	-20	-3	-1	-6	-0.1
Cc1cc2ccccn2c1C(=O)c1ccc(Cl)c([N+](=O)[O-])c1	2	-1	6	17	5	41	8	-13	3	-12	-0.5
CCCCCCCCN1C(=O)[C@H](CC(=O)NCC2CCCCC2)C[C@@]2(C(=O)OCC)CCCC=C12	.	.	-2	.	-8	.	-2	.	.	-7	-0.9
CCCc1cc(=O)[nH]c(SCC(=O)c2cc(C)n(C(C)COC)c2C)n1 (stereo unspecified)	0	2	0	-3	-5	12	4	-2	-3	33	-3.2
COc1ccc(Nc2ccc(N3C(=O)CCC3=O)cc2[N+](=O)[O-])cn1	-1	-5	5	-23	-15	19	1	0	-4	14	-0.7
Cn1cccc1-c1cc(C(=O)N/N=C/c2ccc(F)cc2)[nH]n1	11	-2	-10	-13	-7	1	-7	2	0	-16	0.2
COc1ccc(-c2ccc3c(c2)[C@@H]2C[C@H](N(C)C(=O)C(C)(C)C)[C@H]([C@H](C)O)C(=O)N2CC3)cc1	-2	2	-3	3	-5	-6	6	17	.	-50	-3.5

Ordered by length of the SMILES (falling): 3 of the compounds above
SMILES	PDI turbidity	MITF TRPM1 inh	HTR2A ag	Shn3 inh set2	CaV13 ICDI inh	Peg3 promoter	NR2E3 ag-1	H9c2 protect	NR2E3 ag-2	HIF-2a block	hiPSC survival
COC(=O)CCCC1=CC2=CC(=O)C(C)(OC(=O)c3cccs3)C(=O)C2=CN1Cc1ccc2c(c1)OCO2 (stereo unspecified)	0	5	2	18	-12	-5	-4	2	2	3	-1.6
CC1=C(C(=O)Nc2ccccc2C)C2(CCCC2)C(C(N)=O)C(=O)N1 (stereo unspecified)	4	16	2	8	-10	12	-5	1	0	15	-0.3
COc1ccc(/C=N/NC(=O)CCC(=O)Nc2ccc(F)cc2)c(OC)c1	0	-6	5	-6	-21	-5	-20	1	1	15	1.0
